Source: PubChem
IDE act – boosts human insulin-degrading enzyme activity in HEK cells; activation, % at 5.96 µM; P14735; hit rate 0.073% among 340,000; FAbeta-B cleavage, fluorescence polarization; 0% vehicle, 100% cell-free pure enzyme wells; AID 493087;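 active = activation above the mean of all tested compounds plus 3 SD, set per screening campaign, cut at about 17% in these data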
IMP-1 inh – inhibitors of Pseudomonas aeruginosa IMP-1 metallo-beta-lactamase | purified IMP-1, nitrocefin hydrolysis, epi-absorbance fluorescence | inhibition, % at 5.6 µM | hit rate 0.45% among 290,000;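 active = inhibition above the mean plus 3 SD of all compounds in the same screening run, cut at about 4.5% in these data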;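 note: 0% = IMP-1 with DMSO and 100% = DMSO wells lacking enzyme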
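assay system = purified recombinant IMP-1 metallo-beta-lactamase enzyme | schedule = 15 min preincubation plus 25 min reaction at 25 °C | signal = Epi-absorbance fluorescence, 480 nm excitation, 530 nm emission | read-out basis = percent inhibition from optical density relative to buffer-blank wells | controls = IMP-1 with DMSO as 0%, enzyme-free DMSO as 100%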
CRFBP-R2 block – antagonists of CRF-binding protein/CRF-R2 receptor complex; HEK293 CRF-R2/CRF-BP, CRF-induced calcium fluorescence; inhibition, % at 11.8 µM; hit rate 0.59% among 350,000; AID 588475;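 active = inhibition of the ligand-induced calcium signal above about 50% at the single tested concentration, limit read from the data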
VIM-2 inh – inhibitors of Pseudomonas aeruginosa VIM-2 metallo-beta-lactamase; purified VIM-2, nitrocefin hydrolysis, epi-absorbance fluorescence; inhibition, % at 5.6 µM; hit rate 0.89% among 290,000; AID 1527;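 active = inhibition above the mean of all tested compounds plus 3 SD, cutoff set per screening run, cut at about 7.5% in these data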;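 note: red hydrolysis product quenches plate fluorescence so inhibitors raise well fluorescence; 0% = enzyme with DMSO and 100% = DMSO without enzyme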
p-CIP stab down – compounds decreasing mouse p/CIP protein stability; Q05BA5; F442A p/CIP-EGFP cells, EGFP fluorescence, 16 h; decrease of EGFP signal, % at 10 µM; hit rate 0.01% among 290,000;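 active = EGFP signal decrease of at least 30% at 10 µM or well 3 SD below plate mean, unless failing retest; inactive = the rest, including hits failing retest or dose response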; note: some compounds called inactive have numbers as strong as hits; many of its hits are not listed in these tables
IDE inh – inhibitors of human insulin-degrading enzyme in cells; AID 434962; hit rate 0.41% among 320,000; inhibition, % at 5.59 µM; HEK cells, FAbetaB cleavage, fluorescence polarization; P14735;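 active = percent inhibition above the average of all tested compounds plus 3 SD, set per screening campaign, cut at about 16% in these data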;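 note: IDE supplied by intact live HEK cells; FP after avidin binding of uncleaved biotin substrate so inhibition keeps polarization high; 0% = DMSO wells and 100% = 60 µM reference IDE inhibitor Ii1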
NS3 helicase inh – blocks Hepatitis C virus NS3 helicase unwinding; NS3 helicase DNA unwinding, Cy5 molecular beacon fluorescence; inhibition, % at 10.9 µM; hit rate 0.56% among 290,000; AID 1800;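 active = inhibition above the mean of all tested compounds plus 3 SD, set per campaign, cut at about 35% in these data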;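 note: 0% = DMSO wells and 100% = thioflavine S control wells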
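Control set: DMSO versus 110 µM thioflavine S; Material: NS3 helicase fragment of HCV; Measured by: Cy5 fluorescence at 0 and 60 min, beacon hairpin quenching; Read-out basis: percent inhibition from t60/t0 fluorescence ratio; Times: reaction time 60 min, 25 °C; Repeats: single replicate; Compound dosing: single dose, 10.9 µM nominal final, DMSO 0.8% final.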
UBC9 SUMO inh – blocks human SUMOylation mediated by UBC9 | hit rate 0.36% among 290,000 | HTRF SUMOylation assay, SAE1/SAE2 + UBC9, in vitro | AID 2006 | inhibition, % at 35 µM | P63279; in the data active = inhibition above about 50%, passing the limit was not always enough; note: strong numbers were not always called active
Target sequence (P63279 whole entry, looked up): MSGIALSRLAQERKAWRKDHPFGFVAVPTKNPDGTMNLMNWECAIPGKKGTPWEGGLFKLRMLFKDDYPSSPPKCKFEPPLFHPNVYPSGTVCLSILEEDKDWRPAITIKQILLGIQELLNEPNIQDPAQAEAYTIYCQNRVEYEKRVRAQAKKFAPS
GalR3 antagonist – human GalR3 antagonism. inhibition, % at 3 µM. hit rate 0.44% among 360,000. O60755. AID 651719. HEK293 GalR3-CNG cAMP membrane potential fluorescence; galR3 body fused to GalR1 C-terminus;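 active = inhibition above the screen-wide average plus 3 SD, cut at about 13% in these data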;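 note: forskolin and galanin both at EC90 stimulate the cells; cAMP rise reported by CNG channel membrane potential dye signal; 0% = forskolin plus galanin with DMSO and 100% = forskolin alone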
Target sequence (O60755 1-299 limits assumed): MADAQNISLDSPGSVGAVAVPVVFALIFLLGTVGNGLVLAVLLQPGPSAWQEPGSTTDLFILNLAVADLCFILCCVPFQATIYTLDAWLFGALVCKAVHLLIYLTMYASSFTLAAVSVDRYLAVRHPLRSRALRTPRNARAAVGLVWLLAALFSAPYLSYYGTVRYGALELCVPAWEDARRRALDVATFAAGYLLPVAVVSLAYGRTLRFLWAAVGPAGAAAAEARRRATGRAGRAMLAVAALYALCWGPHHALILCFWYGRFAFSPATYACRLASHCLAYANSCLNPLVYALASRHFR
Active calls of the source: *; . = no result given. No enrichment for hits, and some 3.2% of all compounds hit somewhere here.

SMILES	IDE act	IMP-1 inh	CRFBP-R2 block	VIM-2 inh	p-CIP stab down	IDE inh	NS3 helicase inh	UBC9 SUMO inh	GalR3 antagonist
COc1cc(/C=N\NC(=O)c2ccc(Cl)cc2)ccc1Oc1ccc([N+](=O)[O-])cn1	-5	-0.9	0	-0.6	-2	10	-12	4	-1
Cc1ccc(CN/C=C/C(=O)c2ccc(Br)cc2)cc1	-4	1.9	11	0.2	-4	1	11	1	.
CCCCCC(=O)Nc1ccc(C(=O)COC(=O)CN2C(=O)NC3(CCCC3)C2=O)cc1	3	.	-4	.	.	3	.	.	-2
Cc1ccc(/C=C2\C(=N)N3N=C(CC(=O)N4CCCCC4)SC3=NC2=O)cc1	5	-1.6	8	-3.9	-4	3	12	-1	-8
CN(CCC#N)C(=S)Nc1ccc(Oc2ccccc2)cc1	3	-2.7	13	-5.0	0	-4	-2	2	-8
O=S(=O)(Nc1cccc2[nH]ncc12)c1cccs1	-1	-1.4	-5	0.7	3	-1	7	4	-4
O=c1c(N2CCOCC2)nsn1Cc1ccccc1	1	6.0*	-1	-2.7	-5	-1	-4	6	0
Clc1ccc(-c2csc(-c3cccnc3)n2)s1	-2	-1.0	2	-2.9	-2	-3	12	16	-3
O=C(NCCOc1ccccc1)c1cncc(Br)c1	3	-3.8	8	-1.9	-13	8	-7	6	1
O=C1C2C3C=CC(CC3)C2C(=O)N1/N=C/c1ccco1 (stereo not drawn)	4	-3.3	6	-1.4	1	1	8	15	-2
O=C1CC(N2CCN(c3ncccn3)CC2)C(=O)N1CCc1ccccc1 (stereo not drawn)	4	-2.8	-3	-3.1	6	-1	-8	22	-3
COc1ccc(S(=O)(=O)N2CCOCC2)cc1NC(=O)c1ccc(-n2nc(C)cc2C)cc1	8	-2.7	-6	-2.5	-6	-1	16	5	-1
COc1ccc([C@H]2CC(=O)C=C(/C=C/c3ccccc3)C2)cc1	0	.	-1	.	.	6	.	.	-2
COc1ccc(C(=O)NCc2ccc3c(c2)OCO3)cc1	-4	-2.4	-11	-2.0	3	-4	10	2	1
COc1cccc(NC(=O)CN(C)C(=O)Cn2c(=O)oc3ccccc32)c1	8	.	-6	.	.	-1	.	.	-4
O=C(Nc1ccc(Cl)cc1)N1CCOCC1	5	-5.3	-3	-1.0	3	6	-16	8	-9
Cc1onc(-c2ccccc2)c1-c1nnc(-c2ccccc2C(F)(F)F)o1	7	-1.6	32	-3.3	4	3	-9	11	-5
CCCCCCCCCCS(=O)(=O)N/N=C/c1ccc(O)cc1	6	-1.3	-39	-0.7	-9	-2	3	-22	-4
CC(C)(C)C(=O)Cn1nnc(-c2ccc(C(F)(F)F)cc2)n1	3	-1.4	-6	-2.4	-2	-1	2	14	-2
Cn1cc(/C=C2\SC(=S)N(NC(=O)c3ccccc3)C2=O)c2ccccc21	-54	-2.8	-112	-1.3	-49	28*	-1	2	-4

Compounds from the list above with a Cl atom, in the order listed:
SMILES	IDE act	IMP-1 inh	CRFBP-R2 block	VIM-2 inh	p-CIP stab down	IDE inh	NS3 helicase inh	UBC9 SUMO inh	GalR3 antagonist
COc1cc(/C=N\NC(=O)c2ccc(Cl)cc2)ccc1Oc1ccc([N+](=O)[O-])cn1	-5	-0.9	0	-0.6	-2	10	-12	4	-1
Clc1ccc(-c2csc(-c3cccnc3)n2)s1	-2	-1.0	2	-2.9	-2	-3	12	16	-3
O=C(Nc1ccc(Cl)cc1)N1CCOCC1	5	-5.3	-3	-1.0	3	6	-16	8	-9

Going on with the list.
SMILES	IDE act	IMP-1 inh	CRFBP-R2 block	VIM-2 inh	p-CIP stab down	IDE inh	NS3 helicase inh	UBC9 SUMO inh	GalR3 antagonist
Cc1cc2cc(CCNC(=O)c3c(-c4ccccc4Cl)noc3C)c(=O)[nH]c2cc1C	.	-0.7	.	-0.8	5	.	-6	7	.
Cc1cccc(NC(=O)C2C3CCCCC32)c1 (stereo not drawn)	-1	-1.6	13	-1.1	-8	.	-8	11	-6
COC(=O)C1=C(C)N(Cc2ccc3c(c2)OCO3)C(=O)C1	0	-3.1	7	-3.2	0	0	16	9	-6
Cc1cccc(NS(=O)(=O)c2ccc(C(=O)NCC(C)(C)N3CCOCC3)cc2)c1C	-2	-3.8	10	-5.0	-7	5	10	18	-4
Cc1ccc(C2=NNC(c3ccc(Cl)cc3)=Nc3ccccc32)o1	1	-1.4	-14	-4.0	11	-4	10	2	-4
Cc1ccc(-c2nn(-c3ccccc3)cc2/C=C/C(=O)OCC(=O)NC2CC2)o1	5	-3.4	-2	-3.8	-4	5	-5	30	-8
CC1Cc2ccccc2N1C(=O)c1ccc(F)c(S(=O)(=O)N2CCOCC2)c1 (stereo not drawn)	6	.	0	.	.	-1	.	.	-4
CC(C)c1ccc(C(O)c2cnc(C(C)C)n2C)cc1 (stereo not drawn)	3	-3.0	5	-7.0	6	-1	4	-6	0
CCOC(=O)CCN(Cc1sccc1C)S(=O)(=O)c1ccc(F)cc1	2	-3.0	24	-5.0	-4	-2	-9	7	-1
CC(C)c1ccccc1OCC(=O)Nc1cc(S(=O)(=O)N2CCOCC2)ccc1N1CCCC1	-1	.	-1	.	.	12	.	.	1
CN(C(=O)COC(=O)c1ccccc1Nc1ccccc1)C1CCS(=O)(=O)C1 (stereo not drawn)	3	-0.5	5	-2.9	3	4	-2	4	-4
Cc1nn(C)c(NC(=O)c2ccccc2Cl)c1Br	0	1.9	7	0.5	7	1	21	-5	-5
CC(C)OC(=O)c1cc2ccccc2oc1=O	-1	-1.1	-13	-1.2	4	7	-38	19	1
COc1ccccc1-c1nc2c3ccccc3nc(=S)n2[nH]1	2	-4.1	-18	-4.9	-2	4	7	-2	-11
COc1ccccc1NC(=O)CCC(=O)OCc1ccc([N+](=O)[O-])cc1	-2	-2.5	27	-2.9	-1	2	3	7	-1
Cc1ccccc1CC(=O)N1CCN(C(=O)C2CCCO2)CC1 (stereo not drawn)	5	-0.1	11	-1.1	-16	-1	2	-3	2
CN(C)C(=O)COC(=O)c1ccccc1NC(=O)c1ccco1	-2	-1.7	-2	-2.8	-41	3	-3	-7	-8
CN1CCN(CCCNC(=O)c2cn(C3CCCCC3)c(=O)c3c2c2ccccc2n3C)CC1	0	-0.3	-17	5.9	-5	5	-4	-19	-4
CS(=O)(=O)N1CC(C(=O)O)Oc2ccc(CC(=O)O)cc21 (stereo not drawn)	8	-2.1	-17	-1.8	17	-7	5	0	-1
Cc1ccccc1C(=O)N1CCN(c2ccc(NC(=O)c3ccc([N+](=O)[O-])o3)cc2)CC1	2	0.2	9	-3.3	-20	0	-14	13	-6
NS(=O)(=O)c1ccc(NC(=O)CSc2nnc(Cc3cccs3)n2-c2ccccc2)cc1	-3	-1.0	1	0.3	0	2	-5	-11	5
O=C(c1cc2c(cc1Br)OCCCO2)N1CCCCC1	4	-2.3	12	-2.5	-6	9	5	1	-2
N#C/C(=C\c1ccc(F)c(Cl)c1)S(=O)(=O)c1ccccn1	-2	-3.3	11	-2.4	5	-3	11	4	0
CCCN(CC(=O)Nc1ccccc1C)C(=O)c1nn(CC)c(=O)c2ccccc12	3	.	-5	.	.	-1	.	.	-5
CCCCCC(O)c1cccc(OCc2ccc3ccccc3n2)c1 (stereo not drawn)	-3	-0.8	12	-1.6	3	0	-15	-23	.
OCCN(Cc1ccccc1)CC1CC=CCC1 (stereo not drawn)	0	-2.5	-3	-0.3	-15	4	6	12	-7
CC(=O)Nc1ccc(/C=N/NC(=O)c2cc3ccccc3nc2C)cc1	5	-2.1	-28	-1.2	-30	1	-2	22	0
CC(=O)Nc1c(O)[nH]c2ccccc12	-5	-2.2	-15	-3.1	-11	3	1	0	-7
Cn1nc(-c2ccccc2)cc1NS(=O)(=O)c1ccccc1	3	-0.9	-8	0.3	-6	4	-2	20	-3
O=C(N/N=C/c1coc2ccccc2c1=O)c1cn(-c2ccccc2)nc1-c1ccccc1	-4	-3.4	-30	-2.8	-18	-1	6	0	-4
Cc1ccc2nc(C)cc(N/N=C/c3ccccc3O)c2c1	5	-4.5	-19	-4.9	-3	2	-2	-2	-10
Cc1[nH][nH]c(=O)c1/C=N/N1CCOCC1	6	-3.5	-6	-2.5	-2	3	-3	10	2
CCOc1cc(/C=C/c2ccc3cccc([N+](=O)[O-])c3n2)cc(Cl)c1O	3	-5.3	24	-2.7	-15	-7	17	-3	7
COc1cc2c(cc1OC)C(c1cc(OC)c(OC)cc1[N+](=O)[O-])N(C(C)=O)CC2 (stereo not drawn)	-1	-3.5	1	-1.4	-7	-5	2	9	-11
O=S(=O)(Nc1ccc2c(c1)OCCO2)c1cnc[nH]1	-7	-1.2	10	1.6	15	2	0	-3	1
Cc1c(C)[n+](=O)c(-c2cccs2)c(C)n1[O-]	4	-2.9	-5	-1.3	-1	3	4	17	2
O=C(/C=C/c1c(Cl)nc2ccccn12)N1CCCCC1	-1	-2.9	0	-1.3	-1	1	7	4	-2
CNC(=O)COc1coc(CN2CCN(c3ccccc3OC)CC2)cc1=O	3	-1.3	-9	-1.6	-2	-5	5	15	-6
CC(C)CNC(=O)c1cc(-c2ccc3c(c2)OCO3)on1	0	-3.0	-17	0.2	-13	3	0	9	-11
Cc1ccc(OCC(=O)NNC(=O)c2ccc3c(=O)n4c(nc3c2)CCC4)cc1	0	.	-5	.	.	1	.	.	-2
O=S(=O)(c1ccc2ccccc2c1)N1CCN(C2CCN(Cc3ccccc3)CC2)CC1	3	-1.8	4	-1.2	-2	-1	-16	26	-10
O=C(COc1ccc2c3c(c(=O)oc2c1)CCCC3)NCCCn1ccnc1	1	-1.3	-15	30*	-12	4	1	18	1
CC1CC(OCC(O)C[N+]2(C)CCOCC2)CC(C)(C)C1 (stereo not drawn)	1	0.9	8	-3.1	7	7	7	-12	-3
COc1ccc(N/C(=N/c2nc(C)cc(C)n2)NC(=O)Nc2ccc(Cl)c(Cl)c2)c(OC)c1	-3	-0.9	9	-0.6	-9	-2	3	-7	1
Cc1ccc2nc(Cl)c(C#N)cc2c1	0	-0.5	4	-2.3	0	1	-1	2	-4
Oc1ccc(Cn2ccnc2)c2cccnc12	11	26*	-17	10*	-1	-7	9	-57	-2
CC(=O)OCC12COC3c4ccccc4OC(C)(CC1C)C3C2C (stereo not drawn)	-2	-3.5	-2	-3.1	7	9	18	6	-4
O=C(CSC1=NS(=O)(=O)c2cc(Cl)ccc2N1)Nc1ccccc1F	6	.	-5	.	.	2	.	.	-3
CCCCN(C)CCC(=O)Nc1ccc(F)c(F)c1	3	-1.8	-16	-0.7	-7	0	-12	-9	-2
COc1ccc(-c2nnnn2C)cc1S(=O)(=O)Nc1ccc(C)cc1C	-1	-1.9	8	-0.3	-10	-2	2	11	0
O=C(CS(=O)(=O)c1ccccc1)N1CCN(c2ccccc2)CC1	-3	.	-1	.	.	-1	.	.	-3
Cc1cc(C)c(NC(=O)Cn2c([N+](=O)[O-])cnc2C)c(C)c1	-4	-2.9	14	-3.0	-9	3	12	5	-4
